NFkB transloc inh: blocks IL-1B driven NFkB nuclear translocation in HUVEC cells. inhibition, % at 2 µM. HUVEC IL-1B NFkB p65 nuclear translocation imaging. 94,000 compounds, 0.43% hits. AID 796;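 active = inhibition above about 30% together with a positive call from visual inspection of the well image, limit read from the data; inconclusive = inhibition above a set limit but visual check negative; inactive = inhibition not above a set limit, visual check negative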;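 also: nuclear over cytoplasmic p65 intensity ratio measured by imaging; 0% = IL-1B stimulated DMSO wells and 100% = unstimulated DMSO wells; values of inactives mirror those of a sister screen read the other way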
IL1B NFkB pot: enhances IL-1B driven NFkB nuclear translocation | HUVEC IL-1B NFkB p65 nuclear translocation imaging | activation, % at 2 µM | 94,000 compounds, 0.3% hits;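 active = activation above 40%, about the mean plus 3 SD, also judged a hit on visual image review; inconclusive = activation above 40% but not a hit on visual review; inactive = activation not above 40% and no visual hit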;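 also: percent activation is computed from the nuclear over cytoplasmic p65 intensity ratio; values of inactives mirror those of a sister screen read the other way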
PLAP inhibition: inhibition of human placental alkaline phosphatase – biochemical, luminescence, HTS (AID 690). purified PLAP, luminescent substrate; higher % means a stronger effect. inhibition, % at 20 µM, or IC50 in µM where a hit was titrated. 96,000 compounds, 0.08% hits; in the data active = a potency from the dose series; inactive = the rest, 99 in 100 with inhibition below about 30%; also: strong numbers were not always called active
Bcl-B displacement: displacers of TR3 peptide from Bcl-B, primary screen, selectivity assay for Bfl-1 inhibitor project, biochemical, fluorescence polarization | FP displacement of FITC-TR3 peptide from Bcl-B; higher % means a stronger effect | displacement, % at 20 µM; hits with a dose series show IC50 in µM | 96,000 compounds, 0.11% hits;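 active = displacement above 50% at 20 µM plus a fluorescence interference ratio under 1.5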;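 also: plate controls were wells without compound for no effect and wells lacking Bcl-B protein for full effect; a part of the inactive calls stands beside numbers as strong as those of hits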
MRP reversal: compounds reversing MRP-mediated drug resistance. 85,000 compounds, 0.04% hits. differential viability (reversal), % at 10 µM. H69AR cells + 2 uM doxorubicin, CellTiter-Glo, 72 h. AID 602;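 active = viability drop by adding the cancer drug above about 55%, with treated viability meeting a 40% cutoff, limit read from the data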;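 also: viability without doxorubicin minus viability with 2 µM doxorubicin for each compound; larger differential means the compound sensitizes cells more to doxorubicin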
MRP reversal cytotoxicity: further read-out of MRP reversal, marked with its call; viability, %; H69AR cells, CellTiter-Glo, 72 h; measured here: cytotoxicity without doxorubicin
MRP reversal with doxorubicin: also measured in MRP reversal; calls as there; viability, %; measured here: viability with 2 uM doxorubicin; active compounds read low
NFkB transloc inh cell count 2 µM: recorded beside NFkB transloc inh, whose call it bears; cell count; measured here: cells passing quality filter;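 raw number of nuclei counted in each imaged well without normalization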
IL1B NFkB pot cell count 2 µM: second read-out of IL1B NFkB pot, no call of its own (marks repeat the call); cell count; measured here: cells passing quality filter
* = called active by the depositor; ? = inconclusive; · = no result given. Only part of the results is shown; rates above refer to the full screens.

SMILES	NFkB transloc inh	NFkB transloc inh cell count 2 µM	IL1B NFkB pot	IL1B NFkB pot cell count 2 µM	PLAP inhibition	Bcl-B displacement	MRP reversal	MRP reversal cytotoxicity	MRP reversal with doxorubicin
Cc1ccc(-c2cc(C)nc3ncnn23)cc1	-26	200	25	200	2%	3%	7	95	88
COc1cc(C=O)ccc1OCCSc1ccc(Cl)cc1	10	153	-10	153	15%	-13%	·	·	·
O=C(Nc1ccccc1)O/N=C/c1ccccc1Cl	·	·	·	·	22%	-3%	19	99	80
COC(=O)c1ccccc1NC(=O)CSc1nnc(C(CO)NC(=O)c2ccccc2)n1C (stereo unspecified)	1	169	-1	169	-7%	-1%	6	95	89
COc1cccc(C(=O)Nc2cc(C)ccc2NC(=O)COc2ccccc2)c1	3	106	-3	106	3%	3%	·	·	·
O=C(N/N=C/C1CCCCC1)c1ccccn1	6	165	-6	165	-30%	-6%	5	101	97
COc1ccc(-n2nnnc2-c2cnc(N3CCCC3)nc2C(F)(F)F)cc1	·	·	·	·	-15%	-2%	·	·	·
COc1ccc(OC(C)C(=O)N2CC(C)OC(C)C2)cc1 (stereo unspecified)	-12	121	12	121	25%	-10%	-11	100	110
CCOc1cc(C(=O)Nc2nnc(C)s2)cc(OCC)c1OCC	-3	86	3	86	-4%	-1%	·	·	·
COc1ccc(-c2cc(C(=O)Nc3cc(C)nn3-c3ccccc3)no2)cc1	-2	154	2	154	11%	2%	4	64	60
CCC(C)C(=O)Nc1nc2c(s1)C(=O)CC(C)(C)C2 (stereo unspecified)	-2	31	2	31	16%	-3%	14	96	82
Cc1cccc(N2CC(C(=O)OCC(=O)c3ccc(OC(=O)c4cccs4)cc3)CC2=O)c1C (stereo unspecified)	13	144	-13	144	-18%	-17%	·	·	·
COc1ccccc1-c1nc(C#N)c(N2CCN(Cc3ccccc3)CC2)o1	9	91	-9	91	-83%	3%	-8	68	77
Cc1cc(NC(=O)CSc2nc3ccccc3n2CC(=O)N2CCCCC2)no1	2	136	-2	136	-16%	-10%	-29	40	70
CC1=C(C(=O)Nc2ccc(C)cc2C)C(c2ccc([N+](=O)[O-])cc2)n2ncnc2N1 (stereo unspecified)	4	167	-4	167	15%	9%	·	·	·
O=C(NCc1ccccc1)c1ccc(Cl)cc1[N+](=O)[O-]	-9	154	9	154	22%	1%	·	·	·
OC(CSc1c(Cl)cccc1Cl)CN1CCN(c2ccc(F)cc2)CC1 (stereo unspecified)	-8	134	8	134	-38%	0%	·	·	·
O=C1CC(=C(c2ccccc2)c2ccccc2)C(=O)N1CCCN1CCN(c2cccc(Cl)c2)CC1	-1	140	1	140	-42%	-10%	·	·	·
CCCCOc1ccc(NC(=O)CSc2nnnn2C)cc1	0	130	0	130	7%	-7%	10	93	82
Cc1ccccc1CS(=O)(=O)Cc1ccc(C(=O)NCC2CCCO2)o1 (stereo unspecified)	-5	112	5	112	-10%	-10%	22	95	74
CN(C)CCNC(=O)c1ccc(-c2nn(C)c(=O)c3ccccc23)cc1	-25	142	25	142	-20%	-6%	21	99	78
COc1ccc(CCn2c(=N)c(C(=O)NCc3ccco3)cc3c(=O)n4cccc(C)c4nc32)cc1	-18	141	18	141	-24%	11%	8	61	53
COc1ccc(S(=O)(=O)N(CC(=O)NC2CC2)C2CCCCC2)cc1Cl	-4	199	4	199	-27%	26%	12	96	84
CCOC(=O)c1sc(NC(=O)CNC(=O)Cn2cnc3sc(C)c(C)c3c2=O)nc1C	3	102	-3	102	-12%	-7%	13	100	87

Among those listed so far, these contain an aryl thioether with sulfur outside any ring:
SMILES	NFkB transloc inh	NFkB transloc inh cell count 2 µM	IL1B NFkB pot	IL1B NFkB pot cell count 2 µM	PLAP inhibition	Bcl-B displacement	MRP reversal	MRP reversal cytotoxicity	MRP reversal with doxorubicin
COc1cc(C=O)ccc1OCCSc1ccc(Cl)cc1	10	153	-10	153	15%	-13%	·	·	·
COC(=O)c1ccccc1NC(=O)CSc1nnc(C(CO)NC(=O)c2ccccc2)n1C (stereo unspecified)	1	169	-1	169	-7%	-1%	6	95	89
Cc1cc(NC(=O)CSc2nc3ccccc3n2CC(=O)N2CCCCC2)no1	2	136	-2	136	-16%	-10%	-29	40	70
OC(CSc1c(Cl)cccc1Cl)CN1CCN(c2ccc(F)cc2)CC1 (stereo unspecified)	-8	134	8	134	-38%	0%	·	·	·
CCCCOc1ccc(NC(=O)CSc2nnnn2C)cc1	0	130	0	130	7%	-7%	10	93	82

Other entries follow:
SMILES	NFkB transloc inh	NFkB transloc inh cell count 2 µM	IL1B NFkB pot	IL1B NFkB pot cell count 2 µM	PLAP inhibition	Bcl-B displacement	MRP reversal	MRP reversal cytotoxicity	MRP reversal with doxorubicin
CC(=O)c1ccc(N2C(=O)[C@@H]3C(CCC(N)=O)NC4(C(=O)Nc5c4ccc(Cl)c5C)[C@@H]3C2=O)cc1 (stereo partly specified)	-27	142	27	142	-12%	-25%	-4	97	101
Cc1cccc(C(=O)NNS(=O)(=O)c2ccccc2[N+](=O)[O-])c1	-12	132	12	132	·	·	0	88	88
CNC(=S)N1CCN(c2ccccc2OC)CC1	-45	171	?	·	0%	-9%	·	·	·
O=C(Nc1ccccc1-c1nnc(SCc2ccccc2)o1)c1ccccc1	2	124	-3	124	10%	-13%	·	·	·
CNC(=S)Nc1ccc2nc(C)c(C)nc2c1	0	152	0	152	0%	-2%	·	·	·
Cc1ccc(C(=O)Nc2c3c(nn2C(C)(C)C)CS(=O)(=O)C3)cc1C	-1	85	1	85	-3%	-20%	26	105	79
COc1ccc(CNC(N)=O)cc1	-23	62	23	62	·	·	23	94	71
CCOc1ccc(NC(=O)CN(C)CC(=O)NC2CCCc3ccccc32)cc1OCC (stereo unspecified)	10	164	-10	164	-60%	2%	1	73	72
COc1ccc(NC(=O)CCS(=O)(=O)c2cccc3nonc23)c(OC)c1	·	·	·	·	10%	-7%	17	102	85
COc1ccc(OCC(=O)N2CCN(C(=O)c3cccc4ccccc34)CC2)cc1	-12	140	12	140	-43%	-10%	7	87	80
O=C1CC(N(CCc2ccccc2)C(=S)Nc2cc(Cl)ccc2Cl)C(=O)N1c1c(Cl)cccc1Cl (stereo unspecified)	4	146	-4	146	-5%	8%	·	·	·
O=C(OCC(=O)c1ccc([N+](=O)[O-])cc1)/C(=C\c1ccc(Cl)cc1)NC(=O)c1ccccc1	18	131	-18	131	·	-12%	·	·	·
CC1CCCCN1C(=O)COc1ccc(NC(=O)c2ccco2)cc1 (stereo unspecified)	11	133	-11	133	-8%	5%	17	94	77
CCCCOc1ccc(-c2nc(=S)[nH][nH]2)cc1	-9	153	9	153	-57%	16%	-8	19	27
CCOc1cc(S(=O)(=O)N2CCOCC2)ccc1F	-3	157	3	157	7%	4%	4	98	94
CC(=O)N1c2ccccc2C(C)CC12CCCCC2 (stereo unspecified)	18	74	-18	74	·	·	-4	81	85
Cc1ccccc1SCc1noc(C(=O)NCC2CCCO2)c1C(=O)O (stereo unspecified)	10	152	-10	152	1%	-2%	·	·	·
COc1ccccc1S(=O)Cc1ccc(C(=O)NCc2ccccc2Cl)o1 (stereo unspecified)	1	61	-1	61	2%	8%	14	91	77
Cc1n[nH]c(=O)nc1N1CCc2ccccc2C1	-11	113	11	113	13%	-4%	-2	94	96
CN(C)CC(=O)c1ccc(-c2ccccc2)cc1	-9	89	9	89	5%	-14%	-7	82	89
Cc1ccc(-c2nc(-c3ccccn3)no2)cc1Cl	-5	200	5	200	8%	-8%	6	81	75
CCn1c(=O)c(C(=O)Nc2nc3ccccc3[nH]2)c(O)c2ccccc21	5	111	-5	111	1%	-14%	·	·	·
c1cc2nnnn2nc1N1CCCCCC1	1	128	-1	128	·	·	3	104	101
C/C(CC(=O)Nc1ccccn1)=N\NC(=O)C(=O)Nc1cccc(Cl)c1C	-8	149	8	149	-2%	1%	·	·	·

Copied from the list:
`CCn1c(=O)c(C(=O)Nc2nc3ccccc3[nH]2)c(O)c2ccccc21` – NFkB transloc inh = 5
`Cc1n[nH]c(=O)nc1N1CCc2ccccc2C1` – MRP reversal = -2
`CCOc1cc(S(=O)(=O)N2CCOCC2)ccc1F` – MRP reversal = 4

(next part)
SMILES	NFkB transloc inh	NFkB transloc inh cell count 2 µM	IL1B NFkB pot	IL1B NFkB pot cell count 2 µM	PLAP inhibition	Bcl-B displacement	MRP reversal	MRP reversal cytotoxicity	MRP reversal with doxorubicin
Cn1c(=O)c2cc(S(=O)(=O)NCCC(=O)Nc3ccccc3F)ccc2n(C)c1=O	0	163	0	163	-1%	4%	6	94	89
Cc1cc2nc(-c3cccc(NC(=O)c4ccc(Br)o4)c3)oc2cc1C	-8	206	7	206	-49%	-5%	3	84	81
COCCn1c(SCC#N)nnc1-c1ccc2c(c1)OCO2	·	·	·	·	-9%	-1%	10	92	82
OC(CN1CCOCC1)CN1CCOCC1	-4	186	4	186	-14%	-11%	-3	86	89
c1ccc(C(c2nnnn2C2CCCC2)N2CCN(c3nc4ccccc4s3)CC2)cc1 (stereo unspecified)	4	147	-5	147	·	·	-9	70	79
Clc1ccc(OCc2nnc3n2N=C(c2ccc4c(c2)OCCO4)CS3)c(Cl)c1	·	·	·	·	21%	-2%	-41	38	79
COc1ccc(C)cc1NCc1cccc(OC)c1OC	1	117	-1	117	-6%	-2%	-27	64	91
CCSc1nc(C2CC2)cc(-c2ccco2)c1C#N	0	171	0	171	36%	0%	-2	76	79
CCCN(Cc1ccccc1)C(=O)Nc1ccc2c(c1)nnn2C	-3	127	3	127	-33%	0%	10	101	92
CSc1ccccc1-c1nnc(-c2ccc(Cl)cc2)o1	-15	130	15	130	-13%	-2%	·	·	·
CCOc1ccc(NC(=O)C2CCCN(C(=O)Nc3ccccc3)C2)cc1 (stereo unspecified)	6	127	-6	127	·	·	31	80	48

Two successive records already listed, for reference:
SMILES	NFkB transloc inh	NFkB transloc inh cell count 2 µM	IL1B NFkB pot	IL1B NFkB pot cell count 2 µM	PLAP inhibition	Bcl-B displacement	MRP reversal	MRP reversal cytotoxicity	MRP reversal with doxorubicin
CSc1ccccc1-c1nnc(-c2ccc(Cl)cc2)o1	-15	130	15	130	-13%	-2%	·	·	·
CCOc1ccc(NC(=O)C2CCCN(C(=O)Nc3ccccc3)C2)cc1 (stereo unspecified)	6	127	-6	127	·	·	31	80	48

One compound at a time, as listed above. Screens in order: NFkB transloc inh | NFkB transloc inh cell count 2 µM | IL1B NFkB pot | IL1B NFkB pot cell count 2 µM | PLAP inhibition | Bcl-B displacement | MRP reversal | MRP reversal cytotoxicity | MRP reversal with doxorubicin
CCOc1ccc(NC(=O)C2CCCN(C(=O)Nc3ccccc3)C2)cc1 (stereo unspecified) is entered as 6 | 127 | -6 | 127 | · | · | 31 | 80 | 48
COCCn1c(SCC#N)nnc1-c1ccc2c(c1)OCO2 is entered as · | · | · | · | -9% | -1% | 10 | 92 | 82

Screening data deposited in PubChem BioAssay by several laboratories.
